# PP5 inh: inhibitors of human protein phosphatase 5 (PP5); purified PP5c, OMFP substrate fluorescence; 320,000 compounds, 0.18% hits; P53041; AID 1987; inhibition, % at 6.7 µM;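 active = inhibition above the campaign's mean inhibition across all tested compounds plus 3 SD, cut at about 9.5% in these data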;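 also: 0% = DMSO only and 100% = 100 µM cantharidin control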
# Target sequence (P53041 whole entry, looked up): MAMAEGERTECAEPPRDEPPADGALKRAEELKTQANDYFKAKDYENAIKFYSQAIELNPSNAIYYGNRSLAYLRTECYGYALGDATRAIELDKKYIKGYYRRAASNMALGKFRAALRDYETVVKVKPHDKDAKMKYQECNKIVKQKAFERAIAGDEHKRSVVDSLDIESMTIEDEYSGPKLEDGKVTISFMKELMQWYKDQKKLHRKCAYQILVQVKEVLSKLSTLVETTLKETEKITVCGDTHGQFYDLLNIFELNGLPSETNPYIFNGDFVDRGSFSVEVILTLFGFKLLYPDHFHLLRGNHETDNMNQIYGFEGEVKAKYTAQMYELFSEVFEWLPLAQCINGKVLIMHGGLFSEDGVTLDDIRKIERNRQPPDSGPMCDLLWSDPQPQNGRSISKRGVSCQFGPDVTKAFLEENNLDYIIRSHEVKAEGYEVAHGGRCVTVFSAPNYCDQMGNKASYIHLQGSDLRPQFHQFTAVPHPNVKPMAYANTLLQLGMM
# PP1 counter: PP1-alpha (human) inhibition in PP5 counter-screen | 320,000 compounds, 0.9% hits | purified PP1alpha, OMFP fluorescence | P62136 | inhibition, % at 6.7 µM;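 active = inhibition above the mean inhibition of all tested compounds plus 3 SD, computed separately for each screening campaign, cut at about 15% in these data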
# Target sequence (P62136 whole entry, looked up): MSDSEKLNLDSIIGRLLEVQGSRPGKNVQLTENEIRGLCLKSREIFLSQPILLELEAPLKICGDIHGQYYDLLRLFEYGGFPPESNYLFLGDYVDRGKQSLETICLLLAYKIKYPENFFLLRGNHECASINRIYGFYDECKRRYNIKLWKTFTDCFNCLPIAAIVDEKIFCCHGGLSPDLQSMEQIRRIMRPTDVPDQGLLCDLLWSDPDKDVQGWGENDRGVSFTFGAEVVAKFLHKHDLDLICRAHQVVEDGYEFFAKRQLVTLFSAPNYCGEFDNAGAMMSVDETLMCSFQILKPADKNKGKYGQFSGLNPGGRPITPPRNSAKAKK
# EBNA-1 inh: blocks EBNA-1 binding to DNA; AID 1950; inhibition, % at 14.8 µM; EBNA-1 DNA binding, fluorescence polarization; 300,000 compounds, 0.34% hits; in the data active = inhibition above about 28%
# PREPL inhibitor: human PREPL enzyme inhibition | 320,000 compounds, 0.68% hits | AID 2751 | Q4J6C6 | inhibition, % at 5.96 µM | recombinant PREPL, fluorescence polarization activity-based probe; in the data active = inhibition above about 43%;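 also: 0% = enzyme with DMSO and 100% = wells lacking enzyme; many of its hits are not listed in these tables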
# HCV core dimer: HCV core protein dimerization inhibition. TR-FRET GST/Flag-core106 dimerization, 1536-well. inhibition, % at 5 µM. 300,000 compounds, 0.33% hits;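 active = inhibition above the mean of all tested compounds plus 3 SD, set per screening campaign, cut at about 45% in these data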
#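 test system = GST/Flag-tagged HCV core106 proteins | probe or stimulus = Eu donor and XL665 acceptor anti-tag antibodies | times = compound-protein-antibody incubation 4 h at 22.5 °C | signal = TR-FRET, excitation 340 nm, emission 617 and 671 nm | measure = percent inhibition of core106 dimerization signal | controls = wells lacking GST-core106 and wells with excess unlabelled core106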
# TPT1 inh: C. albicans TPT1 enzyme inhibition | recombinant caTPT1, FP RNA substrate dephosphorylation | 300,000 compounds, 0.81% hits | inhibition, % at 5 µM;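 active = inhibition above the mean of all tested compounds plus 3 SD, set per screening campaign, cut at about 24% in these data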;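 also: plate controls were DMSO alone for no effect and ferristatin control at 100 nM for full effect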
# ZTA DNA inh: counter-screen for EBNA-1 inhibitors: inhibitors of Epstein-Barr virus ZTA; ZTA-DNA binding, fluorescence polarization; inhibition, % at 11 µM; 320,000 compounds, 0.15% hits; in the data active = inhibition above about 33%
# Target sequence (P03206 whole entry, looked up): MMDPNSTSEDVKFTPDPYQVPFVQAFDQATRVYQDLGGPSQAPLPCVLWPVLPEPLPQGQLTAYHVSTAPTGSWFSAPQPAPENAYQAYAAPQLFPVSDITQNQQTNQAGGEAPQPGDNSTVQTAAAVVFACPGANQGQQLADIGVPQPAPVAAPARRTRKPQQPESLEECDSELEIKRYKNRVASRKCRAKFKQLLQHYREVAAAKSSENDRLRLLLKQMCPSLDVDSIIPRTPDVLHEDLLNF
# Fh CTSL1 inh: counter-screen for PFM18AAP inhibitors: inhibitors of F. hepatica cathepsin L1; recombinant F. hepatica cathepsin L1, Z-Leu-Arg-MCA fluorescence; 300,000 compounds, 0.49% hits; inhibition, % at 5.96 µM;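 active = inhibition above the mean of all tested compounds plus 3 SD, set per screening campaign, cut at about 17% in these data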;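 also: 0% = plate median of test compound wells and 100% = 1 µM Z-Phe-Ala-diazomethylketone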
# Efflux pump mplx: inhibitors of Candida antifungal efflux pumps expressed in yeast; S. cerevisiae Candida pump triplex, Nile Red efflux; inhibition, % at 10 µM; 330,000 compounds, 0.44% hits; AID 485275;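 active = plate passing quality check with inhibition over a set limit, or well fluorescence over plate mean plus 4 SD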;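 also: Nile Red retained in pooled yeast measured as flow cytometry median fluorescence; 0% = buffer negative control and 100% = Enniatin B positive control; higher means more Nile Red kept so more efflux inhibition; some compounds called inactive have numbers as strong as hits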
# Numbers without * were called inactive; / = not tested or not shown. This is a subset (hit frequency here may not be typical).
SMILES,PP5 inh,PP1 counter,EBNA-1 inh,PREPL inhibitor,HCV core dimer,TPT1 inh,ZTA DNA inh,Fh CTSL1 inh,Efflux pump mplx
O=C(NCCOc1ccccc1)C1Nc2ccc(C(F)(F)F)cc2C2c3ccccc3CC12 (centres undefined),-2.5,2,-2,7,-4,0,-10,1,0.1
COc1ccccc1CC1S/C(=N/N=C/c2ccco2)NC1=O (centres undefined),3.6,-2,9,1,4,4,-1,4,-0.4
CSc1nc2ccc(Br)cc2[nH]1,0.9,-3,3,1,-1,1,-3,-1,-0.4
CCOc1ccccc1NC(=S)N1CCN(c2ccc(O)cc2)CC1,3.3,-1,-11,14,2,0,-2,-5,0.0
COc1ccccc1-c1nnc(SCCN2CCOCC2)n1-c1ccc(C)cc1,3.2,1,-14,1,1,0,-13,-1,0.0
COc1cc([N+](=O)[O-])ccc1NC(=O)C[n+]1ccccc1C,1.6,2,0,-3,-2,-1,-2,1,-0.1
CCN(CC)S(=O)(=O)c1cccc(C(=O)Nc2ccccc2)c1,-0.5,0,-4,7,-3,-2,-12,-1,-0.1
COCCNC(=O)c1c(CSc2ccccc2)noc1C(=O)NCc1ccccc1,2.8,4,4,9,-12,-5,-19,0,-0.3
Cc1c(CC(=O)N2CCN(C(=O)C3COc4ccccc4O3)CC2)c(=O)oc2cc(O)ccc12 (centres undefined),0.8,0,-5,15,7,-1,6,4,-0.2
O=C(C1=C[C@@H](c2ccccc2)C[C@@H](OCc2ccc(CO)cc2)O1)N1CCCCCCC1,2.5,-3,0,30,5,1,3,0,-0.2
CC1CC(CCC(=O)NC(=S)Nc2ccc(Cl)cn2)C(=O)O1 (centres undefined),2.0,2,9,1,2,1,9,-1,-0.1
COCc1nn2c(N)c(C#N)cnc2c1-c1ccccc1,1.9,-2,-1,0,1,-2,-6,5,0.1
c1ccc(-c2nnc(N3CCN(c4ccccc4)CC3)nc2-c2ccccc2)cc1,1.2,-4,-1,3,3,-3,-6,-6,0.0
Cc1c(CN2CCCCC2C)c(=O)n(-c2ccccc2)n1C (centres undefined),0.8,-4,-7,3,-1,-1,-13,1,-0.3
COc1ccccc1NS(=O)(=O)c1ccc(C)c(C(=O)NC2=NCCS2)c1,-0.8,-6,/,5,/,/,2,/,0.2
CC1=NN(c2ccccc2)C(=O)/C1=C/c1c(O)n(-c2ccc(F)c(Cl)c2)[nH]c1=O,10*,18*,-4,31,26,-1,-2,5,-0.6
COc1ccc(/C=N/NC(=O)c2ccc(CSc3nncn3C)cc2)cc1OC,-6.2,-8,9,-3,0,5,18,0,-0.1
O=C(CNS(=O)(=O)c1ccccc1)NCC(=O)OCc1ccccc1F,0.1,-5,9,8,3,-1,-2,-4,0.0
CN(c1ccccc1)S(=O)(=O)c1ccc(C(=O)Nc2nnc(-c3ccco3)o2)cc1,5.5,22*,-6,19,7,2,-9,3,0.7
CN(C)c1ccc(NC(=O)C[n+]2ccccc2)cc1,-2.1,0,12,3,0,4,14,-1,0.1
CCn1c(C)c(Br)c(=O)c(C(=O)OC)c1-c1ccc(Cl)cc1,1.1,0,1,1,-1,0,-1,0,0.1
O=C(COC(=O)CCC1CCCCC1)Nc1ccc(OC(F)F)cc1,6.3,5,-6,10,3,-4,-17,2,-0.1
CCc1cc(C(=O)NCC2CCCO2)sc1C (centres undefined),2.1,-2,-4,-6,4,0,3,-1,0.5
CCC(c1nnnn1Cc1ccc(F)cc1)N1CCN(C)CC1 (centres undefined),-0.5,-4,1,-42,-3,-3,8,0,0.0
CCOc1ccc(N(CC)C(=O)Cc2c(C(=O)O)n(C)c3ccccc23)cc1,-2.3,-2,5,-2,0,-1,22,2,0.0

# As a short view, part of the list above.
SMILES,PP5 inh,PP1 counter,EBNA-1 inh,PREPL inhibitor,HCV core dimer,TPT1 inh,ZTA DNA inh,Fh CTSL1 inh,Efflux pump mplx
COc1ccccc1CC1S/C(=N/N=C/c2ccco2)NC1=O (centres undefined),3.6,-2,9,1,4,4,-1,4,-0.4
CSc1nc2ccc(Br)cc2[nH]1,0.9,-3,3,1,-1,1,-3,-1,-0.4
CCOc1ccccc1NC(=S)N1CCN(c2ccc(O)cc2)CC1,3.3,-1,-11,14,2,0,-2,-5,0.0
COc1ccccc1-c1nnc(SCCN2CCOCC2)n1-c1ccc(C)cc1,3.2,1,-14,1,1,0,-13,-1,0.0
COc1cc([N+](=O)[O-])ccc1NC(=O)C[n+]1ccccc1C,1.6,2,0,-3,-2,-1,-2,1,-0.1
CCN(CC)S(=O)(=O)c1cccc(C(=O)Nc2ccccc2)c1,-0.5,0,-4,7,-3,-2,-12,-1,-0.1
COCCNC(=O)c1c(CSc2ccccc2)noc1C(=O)NCc1ccccc1,2.8,4,4,9,-12,-5,-19,0,-0.3

# (continued)
SMILES,PP5 inh,PP1 counter,EBNA-1 inh,PREPL inhibitor,HCV core dimer,TPT1 inh,ZTA DNA inh,Fh CTSL1 inh,Efflux pump mplx
O=C1c2cccnc2C(Nc2ccc(S(=O)(=O)N3CCCCC3)cc2)N1Cc1ccccc1 (centres undefined),-0.1,3,0,6,7,2,-2,-3,-0.1
COc1ccc([C@@H]2OC2(C(N)=O)C(N)=O)cc1,-0.7,-1,-6,-4,1,0,-4,1,0.0
CCC/C(=N\NC(=O)c1ccc(CSc2nncn2C)cc1)c1ccccc1,-2.4,-4,11,9,-4,-2,6,2,-0.1
COCCN(C(=O)CSc1nnc(C)n1Cc1ccccc1)c1c(N)n(Cc2ccccc2)c(=O)[nH]c1=O,-0.9,-1,9,1,2,-2,3,-3,0.1
COC(=O)CC1C(=O)NCCN1C(=O)CSc1nc2cc(Cl)ccc2o1 (centres undefined),-1.6,-5,-6,0,-3,-3,-7,-5,-0.2
C/C(CC(=O)Nc1ccc2c(c1)OCCO2)=N\NC(=O)COc1ccccc1,-3.9,1,3,5,1,-2,7,0,0.0
O=C1CC(N2CCN(c3ccc(F)cc3)CC2)C(=O)N1c1ccccc1 (centres undefined),0.7,0,5,5,2,3,-2,7,0.0
Nc1ncc(CCN2CCOCC2)c(-c2ccc(F)cc2)n1,0.7,-3,2,6,-4,0,-6,-1,-0.2
COC(=O)c1ccc(C)c(NC(=O)CSc2nnc3ccccn23)c1,1.7,-1,/,9,/,/,-16,/,0.0
Nc1c(-c2ccc(Cl)cc2)cnn1C1CCS(=O)(=O)C1 (centres undefined),0.9,0,-6,-11,3,-1,-4,-2,0.0
COc1ccc(N2CCN(C(=O)CN(c3ccc(Br)cc3)S(C)(=O)=O)CC2)cc1,0.2,1,1,-16,3,1,-5,4,-0.2
O=C(CN1C(=O)C2CCCCC2C1=O)Nc1ccccc1C(=O)O (centres undefined),-3.2,-3,9,-1,3,-2,6,1,-0.1
CC1(C)CC(NC(=O)c2ccccc2Cl)CC(C)(C)N1,0.1,-2,2,11,-7,-3,7,1,-0.2
Cn1cccc1/C=C1\CCc2ccccc2C1=O,-0.5,1,0,21,0,8,-4,-3,0.2
COc1ccc(S(=O)(=O)Nc2ccccc2C(=O)N2CCOCC2)cc1F,0.7,-1,-5,0,-5,3,-15,0,0.1
CC1(C)CC(=O)C(C2C3=C(CC(C)(C)CC3=O)Oc3ccc4ccccc4c32)C(=O)C1 (centres undefined),1.2,-2,2,4,-1,18,2,0,-0.2
CCC(C)(C)n1nnnc1C(c1ccccn1)N1CCN(c2cccc(OC)c2)CC1 (centres undefined),1.1,4,-6,9,3,4,5,-1,0.3
COCCn1c(COc2ccc(C)cc2)nc2ccccc21,0.8,-2,4,-1,3,-5,7,0,0.0
CCc1nnc(NC(=O)CSCc2cc(=O)n3nc(C(C)C)sc3n2)s1,0.8,0,13,-2,-6,-4,0,3,-0.3
CC(=O)c1sc(NC(=O)c2cccc(N3C(=O)CCC3=O)c2)nc1-c1ccccc1,-0.9,1,8,-2,7,-1,2,0,0.0
C[C@@H]1C(=O)O[C@H]2CC34[C@H]5C[C@@H](C(C)(C)C)[C@]36[C@@H](OC(=O)[C@@H]6O)O[C@@]4(C(=O)O5)[C@]21O (some centres undefined),-1.2,2,3,14,-5,-2,3,-2,0.0
CC(C)n1c(N2CCCC2)nc2c1c(=O)[nH]c(=O)n2C,0.4,0,-1,0,3,2,-8,1,0.1
COCc1nnc(NS(=O)(=O)c2ccc(Br)cc2)s1,0.7,9,-9,-8,-1,1,-18,1,-0.1
COc1ccc(C(=O)NCc2nnc(SCC(=O)Nc3cccc(C(F)(F)F)c3)o2)cc1OC,-1.5,-3,8,-4,5,-2,9,0,-0.1
COc1ccc(-c2nc(C)c(C(C)=O)n2O)cc1[N+](=O)[O-],-1.4,-3,6,8,-4,-1,-15,-2,-0.3
# Continuation.
SMILES,PP5 inh,PP1 counter,EBNA-1 inh,PREPL inhibitor,HCV core dimer,TPT1 inh,ZTA DNA inh,Fh CTSL1 inh,Efflux pump mplx
COc1ccc(NC(=O)CCN2C(=O)C3C4CCC(C4)C3C2=O)cc1 (centres undefined),0.8,0,-1,-2,2,0,3,-2,0.1
C#CCNC(=O)C1=C[C@H](C)[C@@H](CCCO)[C@H](OCC)O1,0.7,-1,11,3,-1,-1,-4,-3,/
COc1ccc(CN2C(=NC(=O)C3CC3)SC3CS(=O)(=O)CC32)cc1OC (centres undefined),-0.2,6,-9,10,0,2,-31,-3,0.2
Cc1cccc(NC(=O)C(=O)NCC2CCCN2S(=O)(=O)c2ccccc2)c1 (centres undefined),1.5,-4,-12,9,-1,3,-4,6,0.3
CCCN1CCC(N(CCc2ccccc2)Cc2ccccc2)CC1,1.4,-1,2,-19,-1,0,15,1,0.1
O=C(CCS(=O)(=O)c1ccccc1)Nc1nc2ccc(F)cc2s1,2.0,-1,2,-14,1,-3,14,-6,0.0
O=C(CN(c1cccc(Br)c1)S(=O)(=O)c1ccccc1)N/N=C/c1cc([N+](=O)[O-])ccc1O,2.8,16*,2,-2,8,-2,-14,-4,-0.1
COc1cccc(S(=O)(=O)NCc2ccc(C(=O)Nc3cccc(Cl)c3)cc2)c1,4.6,-1,-2,2,8,0,-23,1,-0.1
Cc1c(C(=O)Nc2cccc([N+](=O)[O-])c2)sc2ncn(CC(=O)N3CCOCC3)c(=O)c12,1.4,1,-4,14,-13,1,-2,-2,0.1
COc1cc(C(=O)N2CCN(C(=O)c3cc(-c4ccccc4)n[nH]3)CC2)cc(OC)c1OC,-0.3,1,1,22,-12,0,3,6,-0.1
CCN(CC)c1cc(C)c2cc(NC(=O)c3ccccc3F)ccc2n1,-0.6,0,6,11,-8,-4,5,4,0.1
CS(=O)(=O)c1[nH]nc(-c2ccccc2Cl)c1C#N,-1.5,-1,11,0,-2,-1,8,5,0.1
Cc1ccc(S(=O)(=O)N2[C@@H](c3ccc(F)cc3)C(C(=O)O)=CC[C@H]2c2ccc(C(C)C)cc2)cc1,3.7,19*,0,3,5,3,8,2,0.1
O=C(Nc1nccs1)c1ccc(-c2ccc(Cl)cc2)o1,1.2,2,-1,-18,10,2,9,2,-0.1
COc1ccccc1N1CC(C(=O)Nc2nnc(SCC(=O)N3CCOCC3)s2)CC1=O (centres undefined),2.3,-5,0,6,2,-4,-4,2,-0.3
Cc1oc(-c2ccoc2)nc1CN(Cc1ccccc1)CC1CC1,-0.8,-1,-11,8,4,1,-15,-2,0.0
CC(C)(C)c1ccc(C(CC(=O)O)NC(=O)C23CC4CC(CC(C4)C2)C3)cc1 (centres undefined),2.2,2,0,2,8,-3,5,3,-0.8
O=C(C1CCCO1)N1CCN(c2c3c(nc4cc(-c5ccc(F)cc5)nn24)CCC3)CC1 (centres undefined),-3.0,-8,-12,19,-6,-1,-19,3,-0.1
CCc1ccc(S(=O)(=O)NCCc2cn3ccsc3n2)s1,-0.4,6,1,-1,-6,-3,-6,1,0.0
